EBV LMP1 NFkB – EBV LMP1-driven NF-kappaB luciferase reporter inhibitors, primary screen, cell-based, luminescence, single point; 350,000 tested, 0.69% active; LMP1-induced NF-kappaB luciferase reporter cells; inhibition, % at 12.5 µM; in the data active means inhibition above about 41%;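 further: 0% = neutral control wells and 100% = reference inhibitor control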
TROY signal inh – inhibitors of TROY-driven NF-kB signaling, primary screen, Q293 LMP1-TROYcd cells, NF-kB luciferase, uHTS; Q293 LMP1-TROYcd NF-kB luciferase reporter, 4 h; AID 1347056, 2019; inhibition, % at 10 µM; 360,000 tested, 0.98% active;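 active means compounds whose plate-normalised and pattern-corrected inhibition of the luciferase reporter signal at the single screening dose is 50% or more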
LRH-1 inv ag – LRH-1 (NR5A2) inverse agonists, primary screen, cell-based, luminescence, HEK293T, StAR-luciferase reporter | 360,000 tested, 0.13% active | AID 602396, 2012 | inhibition, % at 3.6 µM | LRH-1 transfected, 24 h;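 active means inhibition above the mean inhibition of all tested compounds plus 3 SD, cut at about 73% in these data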;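 further: 0% = DMSO wells and 100% = reporter-only cells lacking LRH-1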
SRC1 inh – SRC1 coactivator transcriptional activity inhibitors, primary screen, cell-based, luminescence | HEK293 GAL4-SRC1 luciferase reporter | AID 588354, 2011 | 360,000 tested, 0.12% active | inhibition, % at 3.6 µM | Nuclear receptor coactivator 1 (Homo sapiens), Q15788;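 active means inhibition above the campaign mean plus 3 SD, with each screening campaign given its own cutoff, cut at about 60% in these data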;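 further: 0% = DMSO treated cells and 100% = gossypol at 36 µM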
Target sequence (Q15788 whole entry, looked up, the tested form may be a part): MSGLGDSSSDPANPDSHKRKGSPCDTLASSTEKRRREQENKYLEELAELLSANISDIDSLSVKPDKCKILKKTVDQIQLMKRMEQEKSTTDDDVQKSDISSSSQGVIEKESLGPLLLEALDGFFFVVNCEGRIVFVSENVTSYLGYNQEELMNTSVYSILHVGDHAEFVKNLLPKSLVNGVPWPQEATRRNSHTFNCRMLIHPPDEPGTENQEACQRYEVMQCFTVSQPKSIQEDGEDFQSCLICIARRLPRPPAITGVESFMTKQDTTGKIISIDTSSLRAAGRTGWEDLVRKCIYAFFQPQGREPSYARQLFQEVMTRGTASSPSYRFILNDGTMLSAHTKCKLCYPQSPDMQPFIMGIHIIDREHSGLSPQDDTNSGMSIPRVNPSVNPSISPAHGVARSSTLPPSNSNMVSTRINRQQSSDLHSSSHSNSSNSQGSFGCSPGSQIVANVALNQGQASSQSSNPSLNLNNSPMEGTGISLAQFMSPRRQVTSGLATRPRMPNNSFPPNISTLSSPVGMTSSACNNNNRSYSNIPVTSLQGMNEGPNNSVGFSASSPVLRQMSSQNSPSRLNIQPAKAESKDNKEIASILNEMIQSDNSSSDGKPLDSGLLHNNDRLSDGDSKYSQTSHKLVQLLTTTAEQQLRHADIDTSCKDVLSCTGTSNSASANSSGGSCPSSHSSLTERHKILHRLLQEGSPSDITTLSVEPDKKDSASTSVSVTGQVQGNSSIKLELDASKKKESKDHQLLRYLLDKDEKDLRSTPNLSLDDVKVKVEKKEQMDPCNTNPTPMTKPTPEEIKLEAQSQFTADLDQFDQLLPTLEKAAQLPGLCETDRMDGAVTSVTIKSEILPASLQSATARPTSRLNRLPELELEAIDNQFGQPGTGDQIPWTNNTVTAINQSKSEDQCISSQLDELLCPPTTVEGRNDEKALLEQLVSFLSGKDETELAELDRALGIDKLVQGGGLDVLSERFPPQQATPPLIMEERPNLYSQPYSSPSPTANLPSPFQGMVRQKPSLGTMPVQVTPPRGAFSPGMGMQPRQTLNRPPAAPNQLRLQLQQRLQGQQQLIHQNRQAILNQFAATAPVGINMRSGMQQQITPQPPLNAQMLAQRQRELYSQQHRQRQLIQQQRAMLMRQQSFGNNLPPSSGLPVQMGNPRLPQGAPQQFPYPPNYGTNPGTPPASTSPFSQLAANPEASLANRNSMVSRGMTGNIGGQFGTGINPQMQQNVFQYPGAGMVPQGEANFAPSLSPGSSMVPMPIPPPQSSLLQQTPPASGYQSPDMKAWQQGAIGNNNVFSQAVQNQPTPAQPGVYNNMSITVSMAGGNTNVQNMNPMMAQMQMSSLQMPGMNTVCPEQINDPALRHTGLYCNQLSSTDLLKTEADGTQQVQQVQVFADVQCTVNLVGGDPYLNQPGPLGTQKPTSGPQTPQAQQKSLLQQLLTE
Vif inh – HIV Vif self-association inhibitors, primary screen, imaging, HEK293T, single point; HEK293T cells, Vif self-association by quenched fluorescence, 24 h; inhibition, % at 7.49 µM; 340,000 tested, 0.35% active; AID 602346, 2012; in the data active means inhibition above about 50%, passing the limit was not always enough; further: some results filed as inactive read as strong as hits
COUP-TFII inh – NR2F2 transcriptional activity inhibitors, primary screen, cell-based, luciferase reporter, HEK293T, luminescence. COUP transcription factor 2 (Homo sapiens), P24468. HEK293T NGFI-A luciferase reporter. 370,000 tested, 0.7% active. inhibition, % at 8.6 µM;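 active means inhibition above a per-plate cutoff, mean inhibition of test wells between control levels plus 3 SD, cut at about 38% in these data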;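 further: cells cotransfected with COUP-TFII expression vector driving the NGFI-A reporter; 0% = median of COUP-TF2 test wells and 100% = reporter-only cells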
SRC2 inh – inhibition of GAL4-SRC2 driven luciferase reporter, primary screen, SRC2 inhibitor project, cell-based, luminescence; Nuclear receptor coactivator 2 (Homo sapiens), Q15596; HEK293 GAL4-SRC2 luciferase reporter; inhibition, % at 9 µM; 370,000 tested, 0.17% active;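 active means inhibition above the mean inhibition of all tested compounds plus 3 SD, set per campaign, cut at about 52% in these data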;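 further: 0% = DMSO treated cells and 100% = cells given Gossypol at 36 µM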
NOD2-RIPK2 inh – NOD2-RIPK2 binding disruptors in cells, primary screen, fluorescence, CHO cells, BLA complementation. Receptor-interacting serine/threonine-protein kinase 2 (Homo sapiens), O43353. CCF4 ratio. inhibition, % at 4.98 µM. 360,000 tested, 0.38% active. AID 624267, 2012; in the data active means inhibition above about 21%;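 further: 0% = vehicle only and 100% = reference blocker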
NCOA3 inh – SRC3 coactivator transcriptional activity inhibitors, primary screen, cell-based, luminescence; HEK293 GAL4-SRC3 luciferase reporter; inhibition, % at 3.6 µM; 360,000 tested, 0.17% active; AID 588352, 2011;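 active means inhibition above a per-campaign cutoff, the mean of all compounds plus 3 SD, cut at about 60% in these data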;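 further: 0% = DMSO-treated cells and 100% = gossypol-treated cells at 36 µM; higher means less SRC3-driven luciferase light from the GAL4 reporter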
TRAIL sens C8 – viability loss with TRAIL in NB7+C8 cells, primary screen, TRAIL sensitizer project, cell-based, ATPlite luminescence; inhibition (viability loss, TRAIL sensitization), % at 10 µM; 360,000 tested, 1% active; AID 624354, 2012;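 active means compounds causing at least 50% loss of cell viability in the single-dose screen, relative to plate controls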
TLR9-MyD88 block – inhibitors of TLR9-MyD88 association in cells, primary screen, cell-based, CHO, BLA complementation, fluorescence. 340,000 tested, 0.21% active. CCF4 FRET ratio. inhibition, % at 4.98 µM. AID 504734, 2011;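 active means inhibition above the mean over all tested compounds plus 3 SD, cut at about 21% in these data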;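 further: 0% = DMSO only wells and 100% = clavulanate BLA inhibitor control wells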
An asterisk follows results filed as active; nt = not tested or not shown.

SMILES	EBV LMP1 NFkB	TROY signal inh	LRH-1 inv ag	SRC1 inh	Vif inh	COUP-TFII inh	SRC2 inh	NOD2-RIPK2 inh	NCOA3 inh	TRAIL sens C8	TLR9-MyD88 block
COCCN(C(=O)COC(=O)/C=C/c1ccc(C)o1)c1c(N)n(Cc2ccccc2)c(=O)[nH]c1=O	-8	7	-4	2	-6	-21	-14	-5	3	-6	3
CC1=CC=CN2CC(O)CN=C12 (centres undefined)	0	-2	-3	-22	-15	0	-18	2	6	-5	-12
O=C(Cc1cccc2ccccc12)Nc1ccc(OC(F)F)c(Cl)c1	-7	-6	-7	8	-4	-7	-15	8	10	2	-9
Cc1cnc(NC(=O)C(C)N2CCN(C)CC2)s1 (centres undefined)	1	2	0	-10	14	-13	-24	2	-14	-1	-3
O=C(NCCc1ccccc1)C1CCCN1C(=O)Nc1ccccc1 (centres undefined)	-6	0	3	-1	-7	2	1	-6	-1	-11	3
CS(=O)(=O)N(CC(=O)N1CCc2ccccc2C1)Cc1ccccc1	1	-8	-6	13	1	11	1	0	-2	-21	0
CCOc1ccc(C(=O)NCC(=O)Nc2ccncc2)cc1OCC	3	-2	6	-16	-5	1	-3	-4	-7	-2	-15
Fc1ccc(CSc2ccc3nnc(-c4cccs4)n3n2)cc1	7	10	-8	2	-5	1	9	-11	9	-6	-1
CCOC(=O)N1CCN(C(=O)N2CCOCC2)CC1	-4	15	-3	6	-13	1	17	-4	-4	4	2
O=S(=O)(Nc1cccnc1)c1ccccc1	-2	0	-14	-2	-1	0	0	-3	8	-8	10
O=C(NCc1cccc(Cl)c1)c1cccnc1	-1	-6	-7	7	-2	-11	-10	-24	8	8	6
CCOC(=O)c1c(NC(=O)COC(=O)Cn2c(C(F)(F)F)nc3ccccc32)sc(C)c1C	-12	-16	26	-15	7	8	2	2	17	-11	-1
COC(=O)Cc1nnc(SCC(=O)Nc2ccccc2)c2ccccc12	7	-11	8	8	4	7	-14	-14	11	4	-3
CN(C(=O)C(C)(C)C)C1c2c(ccc3ccccc23)OCC1CO (centres undefined)	3	22	7	0	-8	6	-11	6	-5	-6	1
Cc1ccc(C(=O)NCCSCc2ccccc2)cc1[N+](=O)[O-]	16	-19	11	-8	-8	13	-1	7	-8	-7	6
CCCc1cc(=O)n2[nH]c(-c3ccc(Br)cc3)cc2n1	-29	-62	-101	-68	-8	-50	-21	0	-99	18	0
CC(=O)c1ccc(Nc2ccc([N+](=O)[O-])c3nonc23)cc1	5	-12	-26	-41	-3	-24	-40	-11	-33	-9	-1
Cc1cc(C(=O)CN2C(=O)NC3(CCCCC3)C2=O)c(C)n1Cc1ccc2c(c1)OCO2	-6	-17	-56	-123	nt	-17	-34	-24	-25	1	7
CCCCC[C@H](C)N1C[C@@H](COCc2ccccc2)Oc2cc(N3CCC[C@H]3COC)ccc2S1(=O)=O	nt	-3	-2	nt	nt	5	14	-6	nt	15	nt
O=C(Nc1ccccc1N1CCCCC1)c1cc(S(=O)(=O)N2CCOCC2)ccc1F	-6	-18	15	-17	-7	-3	0	-14	-24	7	5
Cc1ccc(-c2cnn(-c3cccc(C(F)(F)F)c3)c2N)cc1	-48	-43	-119	-73	-7	-24	-49	-1	-58	17	1
Cc1ccc(C2CC(c3ccccc3OC(F)F)Nc3ncnn32)cc1 (centres undefined)	-21	21	10	8	-4	5	1	-1	-1	-1	-6
COc1ccc(NC(=O)CCNC(=O)c2ccccc2)cc1S(N)(=O)=O	-3	-4	11	1	17	-5	-10	-15	14	-7	-6
COc1ccc(NC(=O)CCS(=O)(=O)c2ccccc2)c(OC)c1	-5	-35	0	-28	0	7	-19	9	-14	-9	-3
O=C(CSc1nncs1)NC(=O)Nc1ccc2c(c1)OCCO2	-23	-34	-79	-61	1	-23	-35	-1	-55	3	5
COC(=O)c1ccc(NC(=O)CSc2nnc(C)n2CC2CCCO2)cc1 (centres undefined)	-2	1	41	-4	13	3	-19	12	-7	-2	4
Cc1scc(C(=O)N/N=C/c2ccc([N+](=O)[O-])o2)c1C	5	-22	49	14	4	50*	71*	-8	-1	26	11
CCCCOc1ccc(C(=O)NCC(=O)NCC(c2ccc(OC)cc2)N2CCCC2)cc1 (centres undefined)	-6	-1	1	3	8	-18	-22	0	7	-1	-15
Cc1cc(C(=O)Nc2cnn(Cc3ccc(Cl)cc3Cl)c2)no1	-4	-1	-11	-6	-12	-7	-16	-2	10	-10	-13
COc1ccc(NC(=O)CCN2CCN(S(=O)(=O)c3ccc(F)cc3)CC2)cc1	10	6	19	-13	1	10	22	-5	-18	-2	0
CCOC(=O)c1ccc(NC(=O)Cc2cccs2)cc1	-22	-11	-111	-47	-3	-23	-45	-13	-83	15	-11
CC(C)C[C@@H](CN1CCCC1CN1C(=S)NC[C@@H]1Cc1ccccc1)N1C[C@H](Cc2ccc(O)cc2)N(CC2CCCCC2)C1=S (some centres undefined)	nt	12	-2	nt	nt	14	-6	5	nt	-11	nt
CC1(Cc2ccccc2C#N)C(=O)Nc2ccc(OC(F)(F)F)cc21 (centres undefined)	nt	-28	-1	14	-7	12	18	4	3	-7	nt
O=C(NN1C(=O)/C(=C/C=C/c2ccccc2)SC1=S)c1ccncc1	-4	-2	-2	-3	2	16	3	6	-8	4	-1
COc1ccc2[nH]c3nc(SCC(=O)Nc4ccc5c(c4)OCO5)nnc3c2c1	-9	5	-14	-14	29	-6	-6	-6	4	27	-9
CSc1cccc(NC(=O)C2CCCN(S(C)(=O)=O)C2)c1 (centres undefined)	0	5	6	-22	-1	20	-25	-2	-2	-2	9
CCCN1CCN(S(=O)(=O)c2ccc3c(c2)NC(=O)C(C)C(=O)N3)CC1 (centres undefined)	4	8	-37	-10	-6	-4	-6	-11	-20	5	-21
O=C(COC(=O)c1cccc(S(=O)(=O)N2CCc3ccccc32)c1)Nc1ccc(Cl)cn1	-4	2	-1	4	7	8	21	-14	11	-5	-4
O=C(Nc1cccnc1)C1CCCN1S(=O)(=O)c1ccc(Cl)c(Cl)c1 (centres undefined)	-7	5	-14	17	-1	31	5	-4	14	-2	2
O=C1C=CC(=O)N1c1ccc(-c2nc3ccccc3o2)cc1	-2	-8	-96	-34	-7	nt	nt	-13	-43	-8	5
O=C(CCC(=O)OCc1cccc(C(=O)Oc2ccccc2)c1)Nc1cccc2ccccc12	10	-40	-1	-1	nt	-8	-9	0	13	-1	7
Cc1c(C(=O)N2CCOCC2)sc(NC(=O)c2ccc3c(c2)OCO3)c1C#N	-2	2	1	3	16	6	5	8	-7	-8	6
CN1CC(=O)N(C)c2nc(Br)n(C)c2C1=O	1	-4	-6	10	1	0	-9	5	14	-9	0
COc1ccc(OC)c(S(=O)(=O)NCCC(C)C)c1	-5	-4	-7	2	-2	-17	-50	0	9	7	2
COc1ccc(CNc2cc(C)ccc2C)c(OC)c1OC	13	7	12	7	-7	2	-26	-3	2	2	2
Cc1ccc(/C=C/C(=O)N2CCN(S(=O)(=O)c3cccs3)CC2)o1	0	16	-10	1	5	11	10	-2	18	-13	3
Cc1ccc(-c2c(C(=O)N/N=C/c3sccc3C)nnn2-c2nonc2N)cc1	-2	9	2	2	31	-1	-9	1	-12	-5	-12
O=C(N/N=C/c1ccc(O)cc1)c1[nH]c2ccc(Br)cc2c1-c1ccccc1	15	15	35	7	-3	-65	38	7	12	-36	-4
COC(=O)[C@]1(CC(C)C)N[C@H](c2ccc(-c3ccc(F)cc3)cc2)[C@@H]2C(=O)N(C)C(=O)[C@@H]21	6	9	7	-1	2	-21	-3	-6	-4	4	-1
Cn1ccs/c1=N\C(=O)Nc1ccccc1	-13	-53	-151	-89	-11	-28	-73	2	-65	17	-7
Cc1c(C(=O)/C=C/c2ccccc2F)c2cc(O)ccc2n1C	15	-12	-42	-35	nt	-34	-7	1	-20	6	-3
O=S(=O)(c1ccccc1)N1CCN(C2CCCCCCC2)CC1	0	-9	-25	-11	nt	-10	-6	6	-10	-3	0
O=C(C(Cc1ccccc1)NS(=O)(=O)c1cccc2cccnc12)N1CCc2ccccc21 (centres undefined)	-4	0	18	-3	-14	-17	-24	4	9	16	0
CCOC(=O)Cn1c(=O)oc2cc(S(=O)(=O)NC3CCCc4ccccc43)ccc21 (centres undefined)	3	-3	-37	12	-6	12	14	6	17	1	-7
CC(=O)NC(Cc1ccc(F)cc1)C(=O)NC1CCN(c2ncccc2[N+](=O)[O-])CC1 (centres undefined)	0	-4	15	1	-2	-20	-27	-12	1	-5	-3
COCCCN(Cc1cc(OC)c(OC)c(OC)c1)C(=S)Nc1cccc(SC)c1	3	10	-10	11	-1	21	7	-5	4	7	6
Cc1ccc(N(C(=O)Cc2c[nH]c3ccccc23)C(C(=O)NC2CCCCC2)c2ccco2)cc1 (centres undefined)	-13	-7	-4	-5	16	13	-10	-6	-21	-10	-4
C#CCOCCOCCOCCNc1nc(N2CCN(C(=O)C([C@@H](C)O)n3cc([C@@H](N)CCCCN)nn3)CC2)nc(N2CCN(C(=O)[C@H](CCCCN)n3cc([C@@H](N)[C@H](C)CC)nn3)CC2)n1 (some centres undefined)	-1	-11	-18	-15	0	-6	7	-5	-5	14	-4
CCOc1ccc(Nc2nc(N(C)c3ccccc3)nc(N)c2[N+](=O)[O-])cc1	-6	-23	5	8	-1	-14	-28	-9	-6	8	12
CC(=O)NC(Cc1ccccc1F)C(=O)NC1CCN(S(=O)(=O)c2ccccc2)CC1 (centres undefined)	6	17	3	-3	-3	-22	-27	0	-1	-1	-3
New compounds follow
SMILES	EBV LMP1 NFkB	TROY signal inh	LRH-1 inv ag	SRC1 inh	Vif inh	COUP-TFII inh	SRC2 inh	NOD2-RIPK2 inh	NCOA3 inh	TRAIL sens C8	TLR9-MyD88 block
Cc1ccc(-c2nc(CS(=O)(=O)CC(=O)N3CC(C)CC(C)C3)c(C)o2)cc1 (centres undefined)	5	21	2	6	-11	21	22	9	14	6	-4
CCSc1ccccc1C(=O)NCc1ccc2c(c1)OCO2	-16	-12	16	0	-13	9	-17	-5	35	-11	19
Cc1ccc(CSc2nnc(-c3ccccn3)n2Cc2cccs2)cc1	nt	5	-16	7	nt	8	14	4	-5	19	nt
O=c1c2ccccc2nc2ccc(NCc3cccs3)nn12	-35	-41	-76	-85	-3	-47	-31	1	-43	13	10
Nc1ccc2ncccc2c1N	1	-3	14	-11	-1	3	-7	0	3	2	-6

Screening data from PubChem BioAssay.

Only part of the results is shown, so the mix of outcomes need not match the whole.
